FUS yeast rescue: rescues growth of FUS-expressing yeast | 390,000 compounds, 0.24% hits | S. cerevisiae FUS-expressing, growth rescue, OD600, 24 h | Potency, µM (titrated, usually from 76.6 µM), inactives show at the highest dose growth rescue (activation), actives largely listed as activators;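 note: potency is the fitted concentration of half-maximal effect; plate controls were DMSO vehicle for no effect and reference control for full effect; nearly all actives have a fitted effect of over 55% in size; some results filed as inactive show a strong effect at the top dose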
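Yeast FUS proteinopathy model; galactose-induced FUS (2%), starting OD 0.005. Cpds in dilution series, 24hr, 30C, 99% humidity. Abs 600 nm growth. Pos ctrl CP55940 (top 92uM final); neg ctrl DMSO.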
TDP43 rescue: TDP-43 toxicity inhibition in yeast; 410,000 compounds, 1.8% hits; Potency, µM (series often up to 46.1 µM), without a hit: top-dose growth rescue (activation), hits mostly activators; TDP-43 expressing yeast growth rescue, BacTiter-Glo, 24 h; note: potency is the fitted concentration of half-maximal effect; % of control where 0% means no effect; nearly all actives have a fitted effect of over 50% in size
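Luminescence from BacTiter-Glo reports growth of TDP-43-expressing yeast after 24 hr at 30 deg C with compound. Cells were raffinose-pregrown to mid-log, then seeded in galactose medium at OD600=0.02.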
Abeta rescue: A-beta toxicity reversal in yeast; yeast expressing A-beta42, growth rescue, OD600, 48 h; response scale: 0% DMSO, 100% iron-clioquinol control; Potency, µM (doses to about 46.1 µM), for the others: at the highest dose growth rescue, actives largely listed as activators; 410,000 compounds, 0.063% hits; AID 1347071; note: potency is the fitted concentration of half-maximal effect; nearly all actives have a fitted effect of over 55% in size
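Yeast growth medium received pinned compounds, then yeast cells expressing toxic A-beta were added; plates incubated at 30 C for 48 hr. Growth read as absorbance at 600 nm, normalized to DMSO and equimolar FeCl3 plus clioquinol controls.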
D3 ag: agonists of human D3 dopamine receptor. P35462. D3R DiscoveRx beta-arrestin cells, luminescence, 90 min. max activation, %. 410,000 compounds, 0.58% hits; in the data active = max activation above about 30%; note: 0% is about no effect; mostly tested at two doses, the higher about 12 µM
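Agonist-mode cell screen: cells plated at 1500/well and incubated overnight at 37 °C, then exposed to library compounds for 90 min at 37 °C. Detection reagent was added for 30–60 min at room temperature, and luminescence was read.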
EPAC2 ag: agonists of human EPAC2 (RAPGEF4) | Q8WZA2 | EPAC2 activation, biochemical qHTS; response scale: 100% = 6.5 mM cAMP response | Potency, µM (highest dose often 154 µM), without a hit: at the highest dose activation, usual class: activators | 360,000 compounds, 0.079% hits; note: potency is the fitted concentration of half-maximal effect; nearly all actives have a fitted effect of over 50% in size
Target sequence (Q8WZA2 whole entry, looked up): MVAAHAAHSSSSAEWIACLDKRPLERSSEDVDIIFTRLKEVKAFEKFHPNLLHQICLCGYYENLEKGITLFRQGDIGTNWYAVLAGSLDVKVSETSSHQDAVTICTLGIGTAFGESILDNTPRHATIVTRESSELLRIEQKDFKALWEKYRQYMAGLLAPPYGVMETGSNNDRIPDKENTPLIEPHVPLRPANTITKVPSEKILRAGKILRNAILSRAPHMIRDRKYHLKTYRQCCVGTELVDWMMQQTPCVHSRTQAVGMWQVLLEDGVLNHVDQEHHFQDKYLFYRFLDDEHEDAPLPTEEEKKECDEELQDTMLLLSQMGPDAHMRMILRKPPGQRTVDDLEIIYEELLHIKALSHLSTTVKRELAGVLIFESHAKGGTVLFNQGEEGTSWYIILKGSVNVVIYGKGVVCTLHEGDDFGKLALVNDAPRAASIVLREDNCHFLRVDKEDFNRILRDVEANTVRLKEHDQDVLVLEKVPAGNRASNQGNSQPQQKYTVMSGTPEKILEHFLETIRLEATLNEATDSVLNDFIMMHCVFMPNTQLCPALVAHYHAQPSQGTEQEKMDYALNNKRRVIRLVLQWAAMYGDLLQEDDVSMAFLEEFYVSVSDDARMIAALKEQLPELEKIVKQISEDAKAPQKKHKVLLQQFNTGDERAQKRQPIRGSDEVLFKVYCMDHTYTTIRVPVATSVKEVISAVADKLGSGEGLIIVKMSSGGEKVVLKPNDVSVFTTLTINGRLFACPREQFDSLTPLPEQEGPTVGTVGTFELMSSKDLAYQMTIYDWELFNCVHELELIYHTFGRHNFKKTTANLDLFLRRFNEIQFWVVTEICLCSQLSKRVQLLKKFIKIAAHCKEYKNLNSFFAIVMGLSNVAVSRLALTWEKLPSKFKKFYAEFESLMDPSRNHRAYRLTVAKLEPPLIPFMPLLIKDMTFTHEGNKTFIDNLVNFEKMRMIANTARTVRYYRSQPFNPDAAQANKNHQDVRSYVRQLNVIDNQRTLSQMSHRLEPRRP
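Guanine nucleotide exchange by EPAC2 is measured as reduced fluorescence of BODIPY-GDP once it is released from 250 nM Rap1B. Plates are read kinetically for 30 min at room temperature; results are scaled to 6.5 mM cAMP.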
aSyn rescue: alpha-synuclein toxicity inhibition in yeast. Yeast expressing alpha-synuclein, growth rescue, BacTiter-Glo, 24 h. Potency, µM (top dose mostly 46.1 µM), for the others: at the top dose growth rescue (activation), actives largely listed as activators. 370,000 compounds, 0.14% hits. AID 652106; note: potency is the fitted concentration of half-maximal effect; % of control where 0% means no effect; nearly all actives have a fitted effect of over 65% in size
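Galactose-induced alpha-syn yeast (OD600=0.02, raffinose-pregrown) + pinned cpd, 24 hr, 30 deg C; growth by BacTiter-Glo luminescence. Growth restoration scores as activation.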
D3 antag: blocks the human D3 dopamine receptor | P35462 | D3R cells, DiscoveRx beta-arrestin luminescence, antagonist mode; stronger effect = lower value | max response, negative = inhibition, % | AID 652054 | 360,000 compounds, 2.5% hits; in the data active = max response below about -50%; inconclusive = no clear call, values can overlap the other calls; note: % is set by controls: 0 for no effect and ±100 for the full control effect; mostly tested at two doses, the higher about 12 µM
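Cells expressing the human receptor were seeded at 1500 cells/well, incubated overnight at 37 degrees C in 5% CO2, then exposed to library compounds with dopamine controls for 90 minutes at 37 degrees C before luminescent detection.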
EPAC2 antagonist: antagonists of human EPAC2. Q8WZA2. EPAC2 GEF exchange of Rap1B-BODIPY-GDP, fluorescence. Potency, µM (series often up to 114 µM), for the others: top-dose activity, negative = inhibition, actives largely listed as inhibitors. 360,000 compounds, 0.18% hits. AID 720708; note: potency is the fitted concentration of half-maximal effect; % is set by controls: 0 for no effect and ±100 for the full control effect; nearly all actives have a fitted effect of over 45% in size; many of its hits are not listed in these tables
An asterisk follows results filed as active; ? = inconclusive; . = no result given; [ ] = dose if it differs, or a comment. Unless noted, calls come from the whole dose curve; as a rule, active = well fitted curve in the direction sought with a large enough effect; inconclusive = small, poorly fitted or top-dose-only effect, or another doubt; inactive = no such curve, though single readings can be large; an effect the other way counts as inactive or inconclusive. Not all compounds are listed (hit frequency here may not be typical).

canonical_smiles	FUS yeast rescue	TDP43 rescue	Abeta rescue	D3 ag	EPAC2 ag	aSyn rescue	D3 antag	EPAC2 antagonist
COC(=O)c1c(C(=O)OC)c(-c2ccccc2)n2c1CS(=O)C2 (stereo unspecified)	-4%	-3%	6%	5	12%	0%	8	-3%
CC(C)CNC(=O)c1cc([N+](=O)[O-])ccc1N1CCCCC1	-21%	-2%	-2%	0	-14%	3%	-5	1%[57.1 µM]
O=C(NCc1ccccc1)C1=C[C@@H](c2ccc(Br)cc2)C[C@@H](OCCCCO)O1	37%	-13%	-2%	-21	4%	-1%	-23	?
CCOC(=O)c1c(-c2ccc(Br)cc2)csc1NC(=O)c1ccccc1F	-25%	8%	-14%	-11	.	.	.	.
Cc1cc(NC(=O)c2cccc(F)c2)ncc1NC(=O)c1ccco1	2%	-13%	-31%[inhibitor]	3	-8%	-29%	21	13%
Cc1noc(/C=C/N(C)C)c1S(=O)(=O)N1CCCC(C(=O)NCc2ccco2)C1 (stereo unspecified)	?	?	2%	5	14%	-2%	-19	4%
O=C(c1cccc(F)c1)N1C2C=CC(C2)C1(C(F)(F)F)C(F)(F)F (stereo unspecified)	-9%	-18%	-5%	-7	-11%	-4%	35	2%
O=c1c([N+](=O)[O-])cc(C(F)(F)F)cn1Cc1c(Cl)cccc1Cl	.	-10%	1%	-3	3%	-2%	-20	6%
OC(c1ccc(F)cc1)c1nc(-c2ccc(Cl)cc2)cs1 (stereo unspecified)	35%	-88%[inhibitor]	-88%[inhibitor]	-4	13%	?	-30	-24%
O=C(O)c1ccc(N/N=C/c2cccc3cccnc23)cc1	16%	4%	3%	-10	-7%	0%	4	-2%
O=C(Cc1ccccc1)Nc1ncccc1Cl	6%	-2%	7%	-4	6%	0%	-20	-4%
COc1ccccc1-c1cc(C(F)(F)F)n2ncc(S(=O)(=O)c3ccccc3)c2n1	2%	12%	0%	3	15%	3%	-8	-11%
Cc1nc(NC(=O)CN2CCN(c3ccccc3F)CC2)sc1C(=O)N(C)C	?	-12%	-14%	-6	4%	-1%	-11	1%
Cc1ccc(CNC(=O)CN(c2ccc(Cl)cc2)S(C)(=O)=O)cc1	-19%	7%	23%	-4	-1%	5%	-30	-12%
Cc1ccc(-c2nc(SCC(N)=O)c(C#N)c3c2CCCC3)cc1	12%	-3%	15%	-2	7%	.	-25	-6%
COc1ccc(NC(=O)CN(C)C(=O)c2cccc(S(=O)(=O)Nc3ccccc3Cl)c2)cc1	20%	6%	1%	3	-4%	1%	3	12%
Cc1cc(C)nc(/N=C(\N)Nc2ccc(OCc3ccccc3)cc2)n1	13%	-7%[9.22 µM]	10%	-5	3%	-1%	-5	-12%
COc1ccc(S(=O)(=O)C(C#N)c2nc3ccccc3nc2N2CCCC(C)C2)cc1 (stereo unspecified)	21%	14%	-8%	2	10%	-11%	-2	-4%
CCCC(C)C(=O)Nc1ccc(S(=O)(=O)N2CCCC2)cc1 (stereo unspecified)	17%	6%	21%	3	8%	-1%	2	-1%
CC(=O)c1c(C)oc2c(Cl)cc(NS(=O)(=O)c3cc(C)c(C)cc3C)cc12	10%	13%	-10%	-17	.	.	.	.
CCOC(=O)c1cc2c(=Cc3ccc(N(C)C)cc3)c3ccccc3n2[n+]1C	.	-61%[inhibitor]	-38%	-10	15%	-48%[inhibitor]	-5	-4%
COc1ccccc1-n1c(=O)n(C)c2c(C(N)=O)nc(-c3cccc(OC)c3OC)nc21	-7%	21%	14%	-2	.	3%	.	.
O=C(NCC(c1cccs1)N1CCOCC1)c1cc(-c2ccc(F)cc2)nc2ccccc12 (stereo unspecified)	28%	-20%	-6%	-13	6%	-20%	-69*	-1%
Cc1ccc(CSCCC(=O)NCCc2ccc(Cl)cc2)cc1	-8%	8%	21%	1	-10%	6%	-12	-8%
CCOC(=O)CSc1nnnn1-c1cc(OC)c(Cl)cc1OC	19%	-10%	-26%	-3	5%	-1%	-10	3%
CCOc1ccc(CN(C(=O)c2ccccn2)c2ccc(OC)c(Cl)c2)cc1	23%	13%	10%	-13	13%	6%	7	-14%
O=C1c2ccccc2NC(c2cccc(Cl)c2)N1N=C1CCCCCC1 (stereo unspecified)	35%	28%	3%	-2	9%	-10%	-11	-4%
O=C(Nc1ccc(Cl)cc1)NC1CCCCC1Cc1ccco1 (stereo unspecified)	33%	5%	-11%	-6	9%	-32%[inhibitor]	37	1%
CCOC1=C2CN(S(=O)(=O)c3ccc(C)cc3)C(c3ccc(CC)cc3)CC2n2c(=O)n(-c3ccccc3)c(=O)n2C1 (stereo unspecified)	?	-1%	-3%	-19	5%	0%	-22	-4%
COc1cc2c(cc1OC)C(=S)NC1(CCCC1)C2	19%	-10%	0%	-9	21%	11%	-20	9%
CCCCCC1CC(CC(=O)Nc2nncs2)C(=O)O1 (stereo unspecified)	17%	-5%	-9%	-2	1%	2%	13	20%
COc1ccc(NC(=O)c2cc(F)cc(F)c2)cc1S(=O)(=O)N1CCCCC1	14%	-9%	3%	-6	10%	3%	23	-3%
COc1ccccc1NC(=O)N(Cc1ccccc1)C1=NCC(C)S1 (stereo unspecified)	-3%	6%	-7%	1	10%	.	?	6%
C=CCOc1c(Cl)cc(C2NC(=O)NC(C)=C2C(=O)OC)cc1Cl (stereo unspecified)	1%	-1%	11%	5	-11%	-2%	23	-2%
COc1ccc(Cc2nnc(SCC(=O)Nc3ccc(C)c(Cl)c3)[nH]c2=O)cc1	26%	-21%	-8%	-2	4%	-7%	-22	-5%
O=C(NC1CCCCC1)C(c1cccnc1)N(C(=O)c1csnn1)c1ccccc1F (stereo unspecified)	26%	5%	7%	-6	-2%	2%	0	1%
CCN(CC)CC(O)c1ccc2ccc3ccc(O)cc3c2c1 (stereo unspecified)	31%	?	12%	-4	6%	6%	5	3%
CC(C)(C)OC(=O)N1CCc2onc(-c3ccc(Cl)cc3)c2C1=O	-18%	?	-2%	-6	10%	11%	-17	-8%
CCOc1ccc(OCC)c(NC(=O)CC2Oc3ccc(C)cc3NC2=O)c1 (stereo unspecified)	3%	17%	2%	6	4%	2%	3	-7%
CC1Cc2cc(S(=O)(=O)N3CCC(C(=O)N(C)Cc4ccccc4)CC3)ccc2N1C(=O)C1CC1 (stereo unspecified)	38%	3%	1%	2	8%	-1%	2	-4%
Cc1ccc(NC(=O)C(C)Sc2nc(=O)cc(N)n2-c2cccc(C)c2)cc1 (stereo unspecified)	?	20%	7%	4	.	.	.	.
CCn1c2c(c(=O)n3ncc(C(=O)Nc4cccc(Cl)c4C)c13)CN(Cc1ccc(OC)cc1)CC2	?	-12%	20%	-20	.	.	.	.
CCC(=O)N1CCN(CCN=CC2=C(O)CC(c3ccc(OC)cc3)CC2=O)CC1 (stereo unspecified)	.	27%	7%	2	10%	-1%	-12	1%
NS(=O)(=O)c1ccc(CCNCc2cc(Cl)ccc2OCc2ccccc2)cc1	1%	-7%	-6%	-15	9%	1%	-10	5%
CS(=O)(=O)c1ccc(Nc2nc(C(N)Cc3ccc(Cl)cc3)cs2)cc1 (stereo unspecified)	-2%	1%	-13%	-5	8%	-2%	0	7%
CN(C)Cc1ccccc1COc1ccccc1	1%	-8%	2%	-12	-4%	6%	-11	7%
CCC1CCc2c(sc3nc(SCC(=O)NCc4ccco4)n(-c4ccccc4)c(=O)c23)C1 (stereo unspecified)	8%	9%	-2%	-9	5%	0%	-13	2%
CC(C)C[C@H]1CN([C@@H](Cc2ccccc2)CN2CCC[C@H]2CN2C(=O)C(=O)NC[C@@H]2Cc2ccc(O)cc2)C(=O)C(=O)N1CCc1ccccc1	16%	-6%	-16%	-13	9%	-4%	?	0%
O=C(c1cccnc1)N1CCN(Cc2cccc(Br)c2)CC1	3%	-6%	-1%	-20	11%	-1%	-27	-1%
COc1ccc(-c2cc(NC=O)c3ncc(-c4cccc(C(=O)N(C)C)c4)n3c2)c(OC)c1	?	7%	-15%	-6	12%	-16%	-3	-10%
c1cc2ccc3ccc(-n4cnnn4)c4ccc(c1)c2c34	37%	-8%	-3%	13	3%	8%	39	8%
N#CNc1nc(O)cc(=O)[nH]1	18%	-14%	-2%	3	4%	-4%	-11	4%
Cc1cc(C)c(NC(=O)CS)c(Cl)c1	-27%	14%	13%	-6	-4%	-1%	1	-24%
CCOC(=O)CN1C(=O)S/C(=C/c2cc(C)n(C)c2C)C1=O	28%	?	-2%	-1	3%	14%	3	-4%
Cc1cc(C)n(CCC(=O)Nc2ccc(Cl)cc2)n1	-1%	0%	-7%	-5	.	.	.	.
Cc1ccc(CSc2ccc(S(=O)(=O)N3CCOCC3)cn2)cc1	2%	5%	4%	15	-3%	0%	12	-11%
CSc1nnc(-c2ccncc2)n1CCCN1CCCC1=O	0%	-25%	5%	0	4%	-2%	-8	15%
COc1ccccc1C(CNC(=O)c1ccc(OCc2c(C)noc2C)cc1)N1CCCC1 (stereo unspecified)	16%	6%	4%	-10	8%	0%	-6	-16%
COCCNC(=O)C1CCCN(Cc2cccc(C(F)(F)F)c2)CC1 (stereo unspecified)	-7%	18%	18%	-10	3%	2%	?	11%
CCCn1cc(S(=O)(=O)c2ccc(CC)cc2)c(=O)c2cc(F)c(N3CCN(C)CC3)cc21	-16%	6%	-8%	-12	.	.	.	.
CC(C)Cn1c(=O)c2ccccc2n2c(CCC(=O)Nc3ccc(F)cc3)nnc12	6%	19%	-11%	10	.	.	.	.
O=C(c1cnc2n(c1=O)CCS2)N1CCCc2ccccc21	-7%	-13%	0%	4	11%	-1%	-5	3%

Single records, from the list above.
CCOC(=O)CN1C(=O)S/C(=C/c2cc(C)n(C)c2C)C1=O is entered as FUS yeast rescue = 28%; TDP43 rescue = ?; Abeta rescue = -2%; D3 ag = -1; EPAC2 ag = 3%; aSyn rescue = 14%; D3 antag = 3; EPAC2 antagonist = -4%
CC(C)C[C@H]1CN([C@@H](Cc2ccccc2)CN2CCC[C@H]2CN2C(=O)C(=O)NC[C@@H]2Cc2ccc(O)cc2)C(=O)C(=O)N1CCc1ccccc1 is entered as FUS yeast rescue = 16%; TDP43 rescue = -6%; Abeta rescue = -16%; D3 ag = -13; EPAC2 ag = 9%; aSyn rescue = -4%; D3 antag = ?; EPAC2 antagonist = 0%

Source: PubChem BioAssay (National Center for Advancing Translational Sciences (NCATS))
